Screens: PubChem, NCI
mec2-1: NCI yeast anticancer drug screen, S. cerevisiae mec2-1 strain; hit rate 9% among 79,000; AID 157; % growth inhibition at 50 µM;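 also: 0% = growth of vehicle-only cultures of the same strain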
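Compounds were applied to mec2-1 yeast cells. Their growth was then compared with that of vehicle-treated cultures to give growth inhibition.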
rad50: NCI yeast anticancer drug screen, S. cerevisiae rad50 strain. hit rate 10% among 79,000. AID 155. % growth inhibition at 50 µM;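 also: 0% = growth of vehicle-only cultures of the same strain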
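Relative growth inhibition (compound vs vehicle) was measured in yeast with a defined repair-gene alteration.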
cln2 rad14: NCI yeast anticancer drug screen, S. cerevisiae cln2 rad14 strain; % growth inhibition at 50 µM; AID 165; hit rate 8.3% among 78,000;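 also: 0% = growth of vehicle-only cultures of the same strain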
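Yeast strain cln2 rad14, bearing defects in cell cycle control and DNA repair, serves as the test system; values reflect growth inhibition compared with vehicle.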
yeast mlh1 rad18: NCI yeast anticancer drug screen, S. cerevisiae mlh1 rad18 strain | growth inhibition, % at 50 µM | hit rate 11% among 79,000 | AID 175;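 also: 0% = growth of vehicle-only cultures of the same strain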
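A repair-deficient yeast strain is exposed to test compound, and growth is scored relative to vehicle-treated controls.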
yeast sgs1 mgt1: NCI yeast anticancer drug screen, S. cerevisiae sgs1 mgt1 strain; % growth inhibition at 50 µM; hit rate 10% among 78,000; AID 161;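 also: 0% = growth of vehicle-only cultures of the same strain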
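This yeast growth screen uses a strain with defined DNA-repair lesions; compound-treated growth is compared with vehicle-treated growth.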
yeast bub3: NCI yeast anticancer drug screen, S. cerevisiae bub3 mutant strain | hit rate 9.9% among 78,000 | growth inhibition, % at 50 µM;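 also: 0% = growth of vehicle-only cultures of the same strain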
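Screening used yeast with an engineered genetic alteration affecting cell cycle control. Compound-exposed cultures were compared with vehicle cultures, and reduced growth was taken as inhibition.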
Numbers without * were called inactive; . = no result given; & = joins results of further samples; ! = repeats disagree. Rule as the data show it: active = growth inhibition above about 70%; inactive = the rest.

canonical_smiles | mec2-1 | rad50 | cln2 rad14 | yeast mlh1 rad18 | yeast sgs1 mgt1 | yeast bub3
Nc1ccc(S(=O)(=O)Nc2cnc3ccccc3n2)cc1 | -1&-2 | -2&-11 | -30&-20 | -6&-4 | -6&2 | -11&-11
CCCCCN=C(N)C(N)=NCCCCC | 8 | 48 | -31 | 25 | 25 | 6
O/N=C/c1cnccn1 | 10 | 0 | 14 | -6 | 0 | 6
CCOC(=O)c1[nH]c2cccc3c2c1CC[C@H](NC(=O)C(F)(F)F)C3=O | 9 | -5 | 18 | 8 | 11 | 1
CC(=O)OCC1OC(OC2C3COC(O3)C3OC(C)(C)OC23)C(OC(C)=O)C(OC(C)=O)C1OC(C)=O (stereo not given) | -4 | -16 | -42 | 4 | 6 | -1
Nc1ccc(/C=C/c2ccc(N)cc2)cc1 | -1 | 9 | -1 | 5 | -1 | 9
O=C1OC(c2ccccc2)=N/C1=C\c1cccc(F)c1 | -18 | -18 | -7 | 6 | -23 | -16
O=C1CCCNc2c(Br)cc(Br)cc21 | 25 | 49 | 9 | 15 | 14 | 46
CCOc1ccc(NC(=O)C(=O)C2C(=O)Nc3ccccc3S2=O)cc1 (stereo not given) | -1 | -7 | -4 | -50 | 0 | -6
CC(=O)Nc1ccc(-c2csc(Nc3ccnc4cc(Cl)ccc34)n2)cc1 | 51 | 70 | 41 | 83* | 73* | 33
CC(C)CN1CC(=O)N2CCCC(C)N2C(=O)C1 (stereo not given) | 0 | 12 | 12 | 4 | 23 | 5
O=C1CCC(c2ccccc2)=NN1c1nc2ccccc2s1 | 99* | 98* | 99* | 99* | 99* | 99*
COc1cc(C(O)C2C(=O)OCC2C2(c3ccc4c(c3)OCO4)SCCCS2)cc(OC)c1OC (stereo not given) | -9&-3 | -9&36 | 2&7 | 17&1 | -22&35 | -3&10
O=c1cc[nH]c2ccc(Cl)cc12 | 5 | -10 | -33 | -1 | -4 | -7
CSc1ncc(C=O)n1Cc1ccccc1 | 7 | -4 | -34 | 6 | 0 | 2
COc1ccc(N=C(N)N=C(N)N)cc1 | -2 | -3 | 8 | 0 | -7 | -3
COc1ccc(C(=O)N2CCCCC2)cc1 | -16 | -31 | -27 | -12 | -4 | -1
CC1OC(O)CC(O)C1O (stereo not given) | -9&-7 | -7&-8 | 11&3 | -14&-19 | -5&8 | 2&3
Cc1cccc(C)c1Nc1nc(C)c(C(=O)CC(=O)C(=O)Nc2c(C(C)C)cccc2C(C)C)s1 | -6 | 18 | -16 | 20 | 46 | -4
CC(=O)c1csc2ccccc12 | 11 | 6 | -46 | 13 | 20 | 5
COC1OC(CO)C(OC)C(O)C1O (stereo not given) | 0 | -6 | -7 | -2 | 0 | -1
CNn1c(-c2ccc(C)cc2)n[nH]c1=O | 0 | 9 | 4 | 20 | -6 | 19
COc1ccc(COCc2ccc(OC)cc2)cc1 | -11 | 5 | -66 | 13 | 9 | 14
CCCCCCC(C)=O | -18 | -12 | -5 | 4 | 4 | -2
CCOC(=O)c1c(Cl)c(Cl)c(C(=O)OCC)c(Cl)c1Cl | -15 | 5 | -16 | -5 | -12 | 0
O=C(O)C(C1=CCCCC1)C1(O)CCCCC1 (stereo not given) | -5 | -9 | -6 | 13 | 18 | -1
O=C1CCCC1CN1CCOCC1 (stereo not given) | 76* | 75* | 64 | 83* | 82* | 85*
COc1ccc(/C=C/c2c[n+]([O-])ccc2[N+](=O)[O-])cc1 | 72* | 77* | 38 | 98* | 64 | 9
COc1ccc(C(CCl)(CCl)c2ccc(OC)c(N)c2)cc1N | 14 | 12 | . | 29 | . | .
CC(=O)OC(C)(C#N)C(C)(C#N)OC(C)=O (stereo not given) | -6 | -13 | -37 | -20 | -1 | -9
Nc1ncc(S(=O)(=O)c2ccc([N+](=O)[O-])cc2)s1 | 14 | 22 | 7 | 3 | 20 | -7
CC(CC(=N)N)NC(=O)C1CCC(N)=N1 (stereo not given) | -41 | 6 | -2 | -10 | 2 | -14
CCCCCCCCCCC[N+]1(Cc2ccccc2)CC2CCN(Cc3ccccc3)CC2C1 (stereo not given) | 99* | 100* | 99* | 100* | 100* | 100*
O=C1CCCCCCCCCCC1CN(Cc1ccccc1)Cc1ccccc1 (stereo not given) | -13 | -31 | 14 | -7 | -31 | -24
CCCNC(=O)C(=O)NNc1ccccc1 | 59 | 67 | 74* | 90* | 57 | 71*
O=[N+]([O-])c1ccc(/C(CBr)=N/N2CCCCC2)cc1 | -25 | -20 | 4 | -14 | -5 | -10
CCOc1cc2c(cc1O)/C(=N\N)C[C@@H]1[C@@H]2CC[C@]2(C)[C@@H](O)CC[C@@H]12 | 10 | 10 | 20 | -34 | 3 | -8
OCc1c2c(cc3c1CC1(C3)Cc3cc4c(c(CO)c3C1)CCC4)CCC2 | 24 | 8 | 46 | 27 | 27 | 53
Oc1ccc(N=Nc2ccc(Cl)cc2)cc1O | 98* | 98* | 98* | 98* | 98* | 98*
N#CSCc1cc([N+](=O)[O-])ccc1O | 12 | 21 | -2 | 70 | 6 | 2

(next part)
Values run as follows: mec2-1	rad50	cln2 rad14	yeast mlh1 rad18	yeast sgs1 mgt1	yeast bub3
CC1C(c2ccc3c(c2)OCO3)c2cc3c(cc2OC1N1CCCC1)OCO3 (stereo not given)
→ -21	-34	-10	-30	-57	12
C[N+](C)(C)c1ncnc2c1ncn2C1CC(O)C(CO)O1 (stereo not given)
→ 7&8	-23&21	-6&3	9&8	-3&16	11&-33
O=C(CSS(=O)(=O)O)c1ccccc1
→ 20	11	18	35	35	34
CCCC1([N+]2(C)CCCC2)CS(=O)C1CC (stereo not given)
→ 8	-4	-5	-13	-3	6
CN(C)C1CS(=O)(=O)CC1[N+](C)(C)C (stereo not given)
→ 3	2	-15	7	25	48
Fc1ccccc1C(Nc1nc2ccccc2s1)Nc1nc2ccccc2s1
→ 6	13	0	1	-7	-3
CCCCCCCCCCCCCCCCCN
→ 92*!	90*!	37&7	90*!	92*!	90*!
CC(=O)Oc1ccc2c(c1)CCC2
→ 13	10	8	0	1	15
CCc1c(-c2ccccc2)c(CN2CCCCC2)c2ccccn12
→ -5	-1	-20	22	88*	-6
CC(=O)Oc1cccc2c1ccc1nonc12
→ 0	2	-50	-3	-2	-11
CCn1c(=O)c(C#N)c2n(CC)c3cc(C)c(C)cc3n2c1=O
→ -3	-14	-24	-20	-11	-31
O=C1CC2(C(=O)N1CN1CCCCC1)c1ccccc1-c1ccccc12
→ 3	-2	-4	-5	26	8
Cc1ccccc1C(O)(c1nccn1C)c1nccn1C
→ 6	9	10	37	20	18
NNC(=O)CCSCCC(=O)NN
→ -17	8	-29	-1	3	-6
CCOC(=O)C(/C=N\C(=S)Nc1c(CC)cccc1C(C)(C)C)=C(/O)c1ccccc1
→ 49	51	67	63	65	56
COc1cccc(N=Nc2c(C)nc(N)nc2C)c1
→ 22	-6	-18	17	7	19
CC(C)C1CCC2(C)C(CCC3C(C)(CO)CCCC32O)C1 (stereo not given)
→ -7	-17	1	10	20	22
COc1ccc(CC(NC(=O)OCc2ccccc2)C(=O)NC2C(CO)OC(n3cnc4c(N)ncnc43)C2O)cc1 (stereo not given)
→ -6	26	2	-2	10	-1
CCCCCCCCCCCCOC(=O)NCCCl
→ -106	-53	-224	-60	-57	-28
O=[N+]([O-])c1cccc(SSc2cccc([N+](=O)[O-])c2)c1
→ -57&-16	-35&0	-13&-3	-66&-1	-62&-2	-36&-3
Nc1c2cc3ccc2nc2ccc(cc12)OCCOCCOCCOCCOCCOCCO3
→ -16	-3	-12	-21	-10	0
CC(C)c1ccccc1OC(=O)NC1CCCCC1
→ 21	2	0	4	7	15
COC12CC(=O)C(C(C)=O)=C(O)C1(C)c1c(OC(C)=O)c(C)c(O)c(C(C)=O)c1O2 (stereo not given)
→ 52	45	41	93*	19	44
NCCCC(N)(C(=O)O)C(F)F (stereo not given)
→ 3&0	5&0	9&-27	-53&-8	7&-4	-19&13
O=C(COc1ccc(Cl)cc1)Nc1cc(Cl)c(Cl)cc1Cl
→ -7	-2	-18	1	3	11
CCOC(=O)CCCc1c[nH]c2ccccc12
→ 8	-1	.	-3	.	.
COc1cccc(NC(=O)CC(=O)n2nc(C)c(N=Nc3ccccc3F)c2C)c1
→ -13	-47	-7	-28	-42	-23
CCOC(=O)C1CC2(CCC(=O)O2)C(=O)O1 (stereo not given)
→ -6	-5	3	-7	-21	-6
CCOC(NC(C)=O)C(O)c1ccc(Cl)cc1 (stereo not given)
→ 11	20	-41	18	13	-10
CCOC(=O)C(C(C)=O)C(=O)OCC
→ 1	14	-41	12	-4	1
COc1ccc(C2c3cc4c(cc3OC(C)(O)C2C)OCO4)c(OC)c1OC (stereo not given)
→ 6	3	-9	19	-1	-5
O=C(NO)/C(CC(=O)c1cccc(O)c1)=N\O
→ 10	-7	-9	6	-7	-11
c1ccc2cc(B(c3cccc4ccccc34)c3cccc4ccccc34)ccc2c1
→ -9	14	-26	-24	-8	-2
O=P(O)(O)OCC1OC(O)(COP(=O)(O)O)C(O)C1O (stereo not given)
→ -44	-12	-1	-18	0	-26
CC(=O)OCCc1ccc2c(c1)OCO2
→ -12	0	-31	-6	6	-17
COc1ccc(CN=CN/C(C#N)=C(\N)C#N)cc1OC
→ -50	-21	7	-24	-29	4
CCOC(=O)c1cc(CC)sc1NC(=O)CC(C)=O
→ 18	46	60	61	57	71*
O=S(=O)(O)c1ccccc1P(c1ccccc1)c1ccccc1
→ 18	17	36	15	8	18
CCN1CCCC(Cl)C1 (stereo not given)
→ -41	13	0	6	15	-12
CCC(=O)OCC(OC(=O)CC)C(OC(=O)CC)C(OC(=O)CC)C(COC(=O)CC)OC(=O)CC (stereo not given)
→ 7	0	-32	-4	-17	1
Clc1ccc(CSc2nnc(SCc3ccc(Cl)cc3)c3[nH]cnc23)cc1
→ 0	14	26	-12	21	-3
COc1ccc(C2CCCCC2O)cc1 (stereo not given)
→ -25	6	18	1	-5	-8
NC(=S)N/N=C1/C(=O)c2cccc3cccc1c23
→ 0	92*	-27	70*	67	8
O=Cc1c(O)c2ccccc2[nH]c1=O
→ 1	-1	10	4	-2	4
COc1ccc(C(C#N)N2CCOCC2)cc1 (stereo not given)
→ -12	18	.	5	.	.
CC(=O)N/N=C(\N)c1nc2c(n3nc(C)nc13)CCCC2
→ -19	-18	-18	6	-1	-5
c1ccc2c(c1)NCCN2
→ 2	14	11	32	4	10
CN(C)CCCN1c2ccc3ccccc3c2Sc2cccc(Cl)c21
→ 97*	98*	96*	98*	98*	9
CC1(C)CNC[C@](C)(OCc2ccccc2)N1
→ -29	-24	11	-5	-11	11
CC12CCC/C(=N\NC(N)=S)C1C(=O)NC(=O)C2 (stereo not given)
→ 3	-7	33	7	-3	12

In a second layout: entries from further up
CC(=O)N/N=C(\N)c1nc2c(n3nc(C)nc13)CCCC2
  mec2-1: -19	rad50: -18	cln2 rad14: -18	yeast mlh1 rad18: 6	yeast sgs1 mgt1: -1	yeast bub3: -5

c1ccc2c(c1)NCCN2
  mec2-1: 2	rad50: 14	cln2 rad14: 11	yeast mlh1 rad18: 32	yeast sgs1 mgt1: 4	yeast bub3: 10

CN(C)CCCN1c2ccc3ccccc3c2Sc2cccc(Cl)c21
  mec2-1: 97*	rad50: 98*	cln2 rad14: 96*	yeast mlh1 rad18: 98*	yeast sgs1 mgt1: 98*	yeast bub3: 9

CC1(C)CNC[C@](C)(OCc2ccccc2)N1
  mec2-1: -29	rad50: -24	cln2 rad14: 11	yeast mlh1 rad18: -5	yeast sgs1 mgt1: -11	yeast bub3: 11

(more compounds)
Values run as follows: mec2-1	rad50	cln2 rad14	yeast mlh1 rad18	yeast sgs1 mgt1	yeast bub3
CC(=O)Nc1ccc(/C=N/NC(=O)NN)cc1
→ -2	-4	-12	-12	-16	-4
O=C(CC(=O)N1N=C(N(c2ccccc2)c2ccccc2)CC1c1ccccc1)Nc1cccc(Cl)c1 (stereo not given)
→ 12	13	19	-1	1	12
CCCCCCCCOC1OC(COC(C)=O)C(OC(C)=O)C(OC(C)=O)C1OC(C)=O (stereo not given)
→ 4	-3	7	-7	-4	-36
CC(=O)c1csc2c1C(=O)c1scc(C(C)=O)c1C2=O
→ 31	48	89*	87*	90*	90*
NC(=O)CC(N)=O
→ -5	6	9	5	-2	1
COC(=O)c1cc(=O)c2ccc(Cl)cc2[nH]1
→ 4	-8	-15	-25	-11	-18

Looked up by compound from the entries so far:
Values run as follows: mec2-1	rad50	cln2 rad14	yeast mlh1 rad18	yeast sgs1 mgt1	yeast bub3
CC(=O)OCC1OC(OC2C3COC(O3)C3OC(C)(C)OC23)C(OC(C)=O)C(OC(C)=O)C1OC(C)=O (stereo not given)
→ -4	-16	-42	4	6	-1
COc1cccc(N=Nc2c(C)nc(N)nc2C)c1
→ 22	-6	-18	17	7	19
O=c1cc[nH]c2ccc(Cl)cc12
→ 5	-10	-33	-1	-4	-7
